Screens deposited in PubChem by several laboratories.
GlmU inhibition – inhibition of mycobacterial GlmU enzyme – biochemical, glucosamine-1-phosphate acetyltransferase (AID 1376) | M. tuberculosis GlmU acetyltransferase enzyme assay; higher % means a stronger effect | hit rate 0.25% among 220,000 | inhibition, %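 (tested at 30 µM in the primary screen)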, or IC50 in µM where a hit was titrated; in the data active = inhibition above about 13%;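 note: 0% = complete reaction with vehicle and 100% = reaction without substrate; strong numbers were not always called active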
Mtb RmlCD inh – blocks M. tuberculosis RmlC and RmlD coupled enzymes; P9WH09+P9WH11; RmlC+RmlD coupled enzyme assay, percent inhibition; primary screen in compound mixtures; inhibition, % at 3.6 µM; hit rate 0.03% among 160,000; in the data active = inhibition mostly above about 34%, no sharp cut-off; note: some results filed as inactive read as strong as hits
Target sequence (P9WH09 whole entry, looked up): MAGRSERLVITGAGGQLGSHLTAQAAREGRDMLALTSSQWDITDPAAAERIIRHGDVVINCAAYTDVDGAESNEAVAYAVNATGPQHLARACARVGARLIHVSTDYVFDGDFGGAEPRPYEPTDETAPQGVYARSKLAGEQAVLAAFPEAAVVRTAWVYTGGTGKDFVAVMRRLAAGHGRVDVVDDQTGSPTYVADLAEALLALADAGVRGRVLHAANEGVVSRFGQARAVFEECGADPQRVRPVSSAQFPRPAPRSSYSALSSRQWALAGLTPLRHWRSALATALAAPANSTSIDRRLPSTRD
Target sequence (P9WH11 whole entry, looked up): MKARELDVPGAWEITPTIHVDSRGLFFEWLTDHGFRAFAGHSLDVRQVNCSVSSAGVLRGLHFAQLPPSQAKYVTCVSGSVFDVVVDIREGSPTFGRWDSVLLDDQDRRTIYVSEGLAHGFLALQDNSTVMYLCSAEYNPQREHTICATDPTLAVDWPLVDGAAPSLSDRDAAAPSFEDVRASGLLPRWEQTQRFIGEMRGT
Numbers without * were called inactive; x = no result given. A portion of the library, so the mix of outcomes need not match the whole.

SMILES	GlmU inhibition	Mtb RmlCD inh
Cc1nn(CC(=O)Nc2nccs2)c(C)c1[N+](=O)[O-]	0.5%	5.7
CCN(CC)C(=O)c1ccc(CS(=O)(=O)c2ccc(OC)cc2)o1	2.4%	-2.9
CCOc1ccc2nc(SCC#N)c(C#N)cc2c1	-2.3%	6.6
Cc1cn(C(=O)c2cccc(Br)c2)c(C)n1	-3.5%	x
C[C@@H]1CC2(CCCC[N+]2(C)C)C[C@H]1C	0.3%	1.6
Cc1ccc(-c2nnc(CSc3nc(C(C)C)nc4sc(C)c(C)c34)o2)cc1	2.0%	x
O=C(CN(Cc1ccccc1)S(=O)(=O)c1ccccc1)N/N=C/c1ccccc1[N+](=O)[O-]	6.8%	-13.8
COc1ccc(C(c2nnnn2C2CCCC2)N2CCC(C)CC2)c(OC)c1 (stereo not given)	-1.2%	10.6
Oc1ccc(Cl)cc1C1=NCCNC(C(F)(F)C(F)F)=C1	3.3%	12.5
CCOC(=O)c1cnc2nc(NCc3ccc(OC)c(OC)c3)[nH]n2c1=O	4.2%	-6.2
COc1ccccc1N1CCN(C(=O)c2c(C)cc(=O)oc2C)CC1	-1.4%	x
CSc1cccc(NC(=S)N(Cc2ccc(C)cc2)Cc2ccccn2)c1	-2.0%	0.2
O=C(COC(=O)c1cc(=O)[nH]c(=O)[nH]1)Nc1cccc(S(=O)(=O)N2CCOCC2)c1	-2.3%	x
CCCCNc1c([N+](=O)[O-])cc(C)cc1[N+](=O)[O-]	3.3%	6.5
COC(=O)c1[nH]c2cccc(Cl)c2c1NC(=O)CN(C)C1CCCCC1	-4.0%	x
Cc1ccc(-n2c(COc3c(C)cccc3C)nnc2SCC(=O)Nc2nccs2)cc1	2.7%	-5.4
O=C(O)c1c(-c2ccccc2)c(-c2ccccc2)nc2ccccc12	-1.6%	-8.0
CCCCCCNC(=O)C(C(=O)OCC)C1CCCCC1 (stereo not given)	0.6%	-4.2
Cc1ccc(Nc2nc(N)c([N+](=O)[O-])c(N3CCOCC3)n2)cc1	0.4%	7.1
Cc1cc2cc(CCNC(=O)C(C)C)c(=O)[nH]c2cc1C	-6.3%	x
Cc1nc(-c2cccc(NC(=O)C3CCCCC3)c2)cs1	7.7%	-9.7
O=C(/C=C/c1cccs1)Nc1ccncc1	1.9%	-9.2
CCCCNC(=O)Nc1cc(C(=O)OC)ccc1C	-0.7%	x
NS(=O)(=O)c1ccc(NC(=S)NC(=O)c2cccnc2)cc1	1.9%	10.0
O=C(Nn1nnnc1Nc1ccccc1)C12CC3CC(CC(C3)C1)C2	6.2%	-5.3
(listing goes on)
SMILES	GlmU inhibition	Mtb RmlCD inh
CCCCCn1c(CN2CCCCC2C)nc2c1c(=O)n(C)c(=O)n2C (stereo not given)	-0.1%	-7.3
O=C(Cn1nc(C(F)(F)F)c2c1CCCC2)Nc1ccc2c(c1)OCO2	-3.1%	x
Cc1ccc(C(C)C)c(OCC(=O)Nn2c(=O)[nH]c3ccccc3c2=O)c1	-3.8%	-4.8
CC1=C(C(=O)N2CCOCC2)C(c2ccc(-c3ccccc3)cc2)NC(=S)N1 (stereo not given)	1.5%	-7.0
CCOc1ccc(C2=NNC(c3cccs3)=Nc3ccc(OC)cc32)cc1	-0.7%	x
CC(C)OCCCNS(=O)(=O)c1ccc2c(c1)oc(=O)n2C	4.6%	-4.8
COCCNC(=O)c1ccccc1NC(=O)c1ccccc1N(C)S(=O)(=O)c1ccc(C)cc1	-0.3%	7.2
CCN(Cc1cc2ccccc2[nH]c1=O)C(=O)C1CCCCC1	-2.6%	x
CCNS(=O)(=O)c1ccc(S(=O)(=O)N(Cc2ccccn2)C2CCCCC2)cc1	6.8%	-7.1
Cn1cccc1/C=N/NC(=O)CNc1cccc2ccccc12	4.3%	-10.8
Fc1ccccc1N1CCN(Cc2nc(-c3ccc(Cl)cc3Cl)no2)CC1	-1.6%	-9.9
O=C1C2CC=CCC2C(=O)N1c1ccc(N2CCN(c3ccccn3)CC2)c([N+](=O)[O-])c1 (stereo not given)	-5.1%	-0.5
COc1ccc(-n2c(/C=C3/C(=O)Nc4ccccc43)nc3ccccc3c2=O)cc1	-2.4%	-2.4
Cc1cccc(N2CCN(c3nc4nonc4nc3N3CCSCC3)CC2)n1	8.1%	-3.2
COc1ccccc1-c1cc(C(=O)NC(C)c2ccccc2)no1 (stereo not given)	-1.5%	x
O=c1[nH]c(=O)n(Cc2ccco2)c2c1C(C(F)(F)F)(C(F)(F)F)N=C(Cc1ccccc1)N2	2.3%	x
O=S(=O)(c1ccc(Oc2ccccc2)cc1)N1CCOCC1	-1.4%	x
c1ccc(-c2nn3nnnc3c3ccccc23)cc1	7.6%	12.8
COc1ccc(OC)c(Nc2cc(-c3ccccc3)nc(N)n2)c1	-0.8%	x
O=C(Nc1ccc(Cl)c(C(F)(F)F)c1)C(=O)N1CCCCC1	1.2%	-5.8
CN1C(=O)CC(P(=O)(c2ccccc2)c2ccccc2)N(C)C1=O (stereo not given)	-2.0%	3.8
CCOC(=O)C(NC(=O)c1cccc(Cl)c1)(OCc1ccccc1)C(F)(F)F (stereo not given)	-7.2%	-8.1
COc1ccnc(N=CNOCc2ccc(C)cc2)c1C#N	-3.8%	-6.4
O=C(COC(=O)C1(c2ccccc2F)CCCC1)N1CCOCC1	5.2%	x
CCOC(=O)c1sc(NC(=O)c2c(C)nn(Cc3ccccc3)c2C)cc1C	8.9%	7.9
Continuation:
SMILES	GlmU inhibition	Mtb RmlCD inh
Cc1nn(CCc2nn[nH]n2)c2nc(C(F)(F)F)cc(C(F)(F)F)c12	7.8%	-12.0
Cc1nc(SCC(=O)NC(C)(C#N)C2CC2)c2c(-c3cccs3)csc2n1 (stereo not given)	2.4%	x
C/C(=N\OCC(=O)Nc1c(C)cc(C)cc1C)c1ccc2c(c1)OCCO2	-8.6%	3.3
Cc1nc2cc(NC(=O)N3CCC(c4ccccc4)C3)ccc2n1C (stereo not given)	-5.6%	-41.9
COc1ccc(CCC(=O)NCc2ccco2)cc1	1.7%	x
COc1ccc2c(c1)-c1nc(/N=C/c3c(O)ccc4ccccc34)sc1CC2	9.4%	x
O=C(O)CCc1ccc(-c2cccs2)n1Cc1ccco1	-2.7%	7.0
CCOc1ccc(OCC)c(NC(=O)C(NS(=O)(=O)c2ccc3c(c2)oc(=O)n3C)C(C)C)c1 (stereo not given)	2.1%	2.2
Cc1c(Cl)cccc1NC(=O)c1cc(-c2ccccc2O)n[nH]1	0.7%	-2.0
Cc1c(NC(=O)/C(C#N)=C/c2cccs2)c(=O)n(-c2ccccc2)n1C	3.5%	6.8
COC(=O)C1=C(C(=O)OC)[C@@H]2N(C)c3ccc(OC)cc3[C@@]23C[C@@H](C(=O)OC)N(C(=O)c2cc(C)oc2C)C3=N1	-1.8%	x
C(=N\Nc1nc2ccccc2[nH]1)/c1ccccn1	-3.8%	3.6
CC(C)c1cc(-c2cc(C(=O)NCc3ccccc3)on2)nc(NC2CCCC2)n1	2.0%	-1.9
O=C(Nc1ccc(Cl)cc1)[C@@H]1[C@@H]2C(=O)N(c3ccc(Cl)cc3)C(=O)[C@@H]2[C@H]2C=CC=NN21	1.9%	0.9
CC1=Nc2nc(N3CCCCC3)c(C#N)c3c4c(nc(c23)N1)N(c1ccc(C(C)C)cc1)C(=O)C4	5.8%	-1.4
CN1CCN(S(=O)(=O)c2ccc(NCc3ccc4c(c3)OCO4)nc2)CC1	3.6%	-11.6
O=C(NCc1cccnc1)c1cccc2c1C(=O)N(Cc1cccnc1)C2	1.8%	-5.7
Brc1ccc(-c2cn3ccccc3n2)cc1	6.8%	-2.5
CC(=O)c1ccc(NC(=O)C(C)n2c3ccccc3c3nc(=O)cc(C)n32)cc1 (stereo not given)	-5.2%	7.9
CN(C)CC/C=C1/c2ccccc2Sc2ccc(Cl)cc21	-0.7%	-27.0
O=c1[nH]c2ccccc2nc1Cc1ccccc1	1.8%	3.8
Cc1nn(CC(O)Cn2c3c(c4ccccc42)CCN(C)C3=O)c(C)c1Br (stereo not given)	5.1%	x
CCOCCCNC(=O)C1CCC(CNS(=O)(=O)c2ccc(OC)cc2)CC1 (stereo not given)	3.7%	x
Cn1cc(CNCc2cn[nH]c2-c2ccc(F)cc2)c(-c2ccc3c(c2)OCCO3)n1	0.6%	-7.3
CC(=Nc1c(C)n(C)n(-c2ccccc2)c1=O)c1c(O)n(Cc2ccccc2)c(=O)[nH]c1=O	9.0%	3.5
Going on with the list:
SMILES	GlmU inhibition	Mtb RmlCD inh
O=C(c1ccco1)c1cn(Cc2ccccc2Cl)c2ccccc12	-2.6%	x
Cc1ccc(NC(=S)N/N=C/c2ccc(Cl)c([N+](=O)[O-])c2)cc1	-5.2%	-5.0
COc1cccc(C(=O)C2CCCN(Cc3cn[nH]c3C3CCCCC3)C2)c1 (stereo not given)	3.5%	x
C[C@@]12CC(=O)NC1N(C(=O)c1cccc(C(F)(F)F)c1)C(c1ccccc1OC(=O)c1cccc(C(F)(F)F)c1)C2 (stereo not given in full)	-5.4%	-10.7
O=C(Cc1ccc([N+](=O)[O-])cc1)Nc1nccs1	-1.7%	-13.7
CC1(C)N=C(N)N=C(N)N1c1ccccc1	1.9%	x
CC(=O)N1N=C(c2ccc(NS(C)(=O)=O)cc2)CC1c1ccc2nccnc2c1 (stereo not given)	-2.6%	-17.6
CC(=O)NCCc1nc2ccccc2n1CCc1ccccc1	-5.6%	2.5
O=c1[nH]c(Nc2ccccn2)cc2ccccc12	-0.5%	x
O=C1c2ccccc2C(=O)N1CCCc1nc(-c2cccnc2)no1	-1.7%	-8.3
CC(c1ccccc1)N1CCC(CNC(=S)Nc2cccc(Cl)c2)C1 (stereo not given)	-7.3%	x
Cc1nn2c3ccccc3nc2c2ccccc12	6.8%	6.0
O=C(Nc1ccc(Oc2cccc(C(F)(F)F)c2)nc1)c1ccco1	10.4%	-7.2
O=C(CSc1nnc(Cc2ccccc2)n1-c1cccc(Cl)c1)N1CCOCC1	-1.3%	24.9
CC1=CCC2C(=O)N(c3nc4ccccc4n3C)C(=O)C2C1 (stereo not given)	3.7%	-27.6
O=C1CN(C(=O)c2cccs2)c2ccccc2N1	5.7%	x
CCCCCOC(=O)c1[nH]c2c(c1C)C(=O)CC(c1ccco1)C2 (stereo not given)	11.9%	x
NNC(=O)CN1C(c2ccc(Br)cc2)=Nc2ccc(Br)cc2C1c1ccccc1 (stereo not given)	5.3%	x
Nc1nonc1C(=O)NCCNCc1ccccc1OCc1ccccc1F	-3.8%	-3.0
CCCCc1ccc(Nc2ncccc2C#N)cc1	0.4%	-0.8
CCCOc1ccc(N2C(=O)CC(NCc3ccc(S(N)(=O)=O)cc3)C2=O)cc1 (stereo not given)	-4.1%	4.4
Cn1c(-c2cc3ccc(OC(=O)C(C)(C)C)cc3oc2=O)nc2ccccc21	2.0%	x
CCCNC(C)C(=O)Nc1ccccc1C (stereo not given)	1.4%	5.7
CCOc1ccc(/C=C/C2=Cc3c(sc(NC(=O)CSc4n[nH]c(N)n4)c3C#N)C(C)(C)C2)cc1	1.9%	3.7
O=C(N/N=C/c1ccccn1)c1ccc(Br)cc1	-0.9%	-9.1
(further entries)
SMILES	GlmU inhibition	Mtb RmlCD inh
Cc1cc(C(=O)N2CCN(c3ccccc3)CC2)c(C)o1	1.3%	-6.6
COc1ccc(/C=C2/C(=O)N(c3nc4ccccc4s3)N=C2CSc2ccc(Cl)cc2)cc1	7.8%	x
O=C(CN1CCN(C(=O)N2CCOCC2)CC1)Nc1ccc(Br)cc1	0.8%	-7.3
CCn1cnc2c1c(=O)n(CC(=O)NCc1ccccc1)c(=O)n2Cc1ccccc1	-2.2%	-12.9
CC(/C=N/NC(=O)c1cc(-c2cccn2C)n[nH]1)=C\c1ccccc1	-2.4%	5.6
FC(F)Sc1ccc(NC(=S)NCC2CCCCC2)cc1	3.3%	x
COc1ccc(NC(=O)c2ccco2)cc1NC(=O)c1ccc(C)cc1	-0.9%	x
CCN(CC)c1ccc(-c2n[nH]c(=S)n2-c2ccccc2)cc1	0.1%	x
COCCNC(=O)c1cc2c3ccccc3n(C)c2s1	-1.9%	-8.3
CCn1c(=O)cc(SCC(=O)N2CCN(c3ccccc3OC)CC2)c2ccccc21	0.3%	-4.7
CCOC(=O)c1cc(NC(=O)c2cccs2)ccc1N1CCOCC1	-2.1%	-11.0
Cc1ccc(C(=O)NC2CCCCCC2)cc1N1CCCC1=O	1.7%	6.9
CCOC(=O)C1=C(CNCc2ccccc2Cl)NC(=O)NC1c1ccc2c(c1)OCO2 (stereo not given)	1.9%	6.3
CCOc1ccc(NC(=O)CSC(N)=O)cc1	3.9%	6.1
COc1ccccc1C1CCN(Cc2c(C)[nH]c3ccccc23)CC1	-7.6%	4.2
